Cardio protect – cardioprotection against H2O2-induced cell death, primary screen, uHTS, H9c2 cells, ATPLite luminescence | protection from H2O2 cell death, % at 20 µM | H9c2 cardiomyocytes, H2O2 injury protection, 2 h | 360,000 compounds, 0.63% hits;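 active = compounds giving at least 50% protection of heart cells from peroxide-induced death in the single-dose screen, raw or plate-pattern-corrected value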;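 note: 0% = DMSO wells with peroxide and 100% = DMSO wells without peroxide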
NR2E3 ag-1 – inhibitors of NR2E3-RetCOR corepressor binding, primary screen, NR2E3 agonist project, biochemical, TR-FRET, GST-NR2E3, biotin-RetCOR; AID 2300, 2010; 320,000 compounds, 0.12% hits; 1536-well; inhibition of corepressor binding, % at 4.78 µM;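 active = percent inhibition above the cutoff of mean plus 3 SD of all tested compounds, set per screening campaign, cut at about 20% in these data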;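 note: 0% = DMSO wells and 100% = biotin wells as full block of FRET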
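Test system – NR2E3–RetCOR corepressor complex · Quantity – NR2E3 fusion 1.35 nM · Buffer or medium – Tris pH 7.5 · Incubation – Compound–protein incubation for 5 h at 4 °C · Technique – TR-FRET, Eu(K)-anti-GST donor, streptavidin-D2 acceptor, ex 340, em 617/671 nm · Evaluation – percent inhibition of 671/617 nm emission ratio versus biotin and DMSO controls · Plate – 1536-well format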
Peg3 promoter – Peg3 promoter-driven luciferase inhibitors, primary screen, cell-based, HeLa, luciferase luminescence; AID 588405, 2011; HeLa PEG-Prom luciferase reporter, overnight; 360,000 compounds, 1.7% hits; inhibition, % at 20 µM;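 active = inhibition of at least 50% at 20 µM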
HTR2A ag – mouse Htr2a agonists via beta-arrestin recruitment, primary screen, cell-based, luminescence | activation, % at 7.6 µM | 5-hydroxytryptamine receptor 2A (Mus musculus), P35363 | 360,000 compounds, 0.66% hits | CHO-K1 mHTR2A beta-arrestin complementation; percent of 30 µM serotonin response | AID 624169, 2012;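 active = activation above a run cutoff, the mean activation of all tested compounds plus 3 SD, cut at about 14% in these data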;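 note: 0% = plate median of compound wells and 100% = 30 µM serotonin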
Target sequence (P35363 whole entry, looked up): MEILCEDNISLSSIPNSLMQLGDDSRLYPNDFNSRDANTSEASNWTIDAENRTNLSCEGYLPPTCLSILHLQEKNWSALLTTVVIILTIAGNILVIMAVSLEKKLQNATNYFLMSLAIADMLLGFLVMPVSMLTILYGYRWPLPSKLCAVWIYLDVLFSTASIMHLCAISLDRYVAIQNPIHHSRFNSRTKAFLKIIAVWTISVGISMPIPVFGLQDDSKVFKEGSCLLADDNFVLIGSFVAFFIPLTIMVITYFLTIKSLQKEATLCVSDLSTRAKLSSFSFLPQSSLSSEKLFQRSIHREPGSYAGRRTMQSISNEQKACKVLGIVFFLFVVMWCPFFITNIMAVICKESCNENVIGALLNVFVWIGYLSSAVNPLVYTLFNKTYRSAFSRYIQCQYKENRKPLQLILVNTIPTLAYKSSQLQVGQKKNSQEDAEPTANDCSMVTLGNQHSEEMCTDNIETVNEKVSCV
HIF-2a block – HIF-2a reporter inhibitors, primary screen, luminescence, 786-0 RCC cells. 786-0 RCC cells HIF-2a reporter, luciferase luminescence, overnight. inhibition, % at 18.8 µM. 360,000 compounds, 0.72% hits;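 active = inhibition of the luminescence signal of 40% or more relative to plate controls, in a single-dose primary screen at 18.75 µM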
CaV13 FRET inh – Primary screen for inhibitors of IQ motif and Ca2+-dependent inactivation inhibitor domain binding in CACNA1D, Förster resonance energy transfer in living cells, …. HEK cells, CFP/YFP FRET ICDI-IQ, plate reader, 10 min; percent FRET-ratio fall versus neutral wells. inhibition, % at 12.3 µM. 340,000 compounds, 0.098% hits. AID 743397;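 active = mean replicate inhibition of at least 30% and at least 1% of replicates passing that level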;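 note: 0% = median of the neutral control wells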
Shn3 3UTR inh – reduction of Shn3 3'UTR firefly luciferase signal, primary screen, Schnurri-3 inhibitor project, cell-based, Clone20 osteoblasts, set 2 | Clone20 osteoblast Shn3 3'UTR firefly luciferase, 24 h | inhibition, % at 12.5 µM | 360,000 compounds, 0.52% hits | AID 588674, 2011;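 active = mean inhibition of at least 75% with every replicate also reaching 75%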;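 note: 0% = median of neutral control wells and 100% = pilot-screen positive control compound; some compounds past the cut are filed as inactive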
NR2E3 ag-2 – NR2E3 agonists in two-hybrid cells, primary screen, cell-based, luminescence, CHO-S, Gal4-NCOR/VP16-NR2E3. Photoreceptor-specific nuclear receptor (Homo sapiens), Q9Y5X4. luciferase. inhibition of corepressor binding, % at 3.98 µM. 360,000 compounds, 0.35% hits. AID 602229, 2012;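 active = inhibition above the mean of all tested compounds plus 3 SD, cut at about 70% in these data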;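 note: 0% = DMSO with NR2E3 transfected cells and 100% = cells lacking NR2E3 construct; higher means lower luciferase signal from less NR2E3 corepressor binding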
PDI turbidity – inhibitors of human PDI, primary screen, biochemical, turbidity, single point, plate reader; Protein disulfide-isomerase (Homo sapiens), P07237; PDI insulin aggregation turbidity, A650, 90 min; inhibition, % at 10 µM; 350,000 compounds, 0.052% hits; AID 588391, 2011;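 active = mean inhibition across replicates of 30% or more, whatever share of single replicates reach that level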;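 note: absorbance from insulin aggregation driven by PDI reduction with DTT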
Target sequence (P07237 whole entry, looked up): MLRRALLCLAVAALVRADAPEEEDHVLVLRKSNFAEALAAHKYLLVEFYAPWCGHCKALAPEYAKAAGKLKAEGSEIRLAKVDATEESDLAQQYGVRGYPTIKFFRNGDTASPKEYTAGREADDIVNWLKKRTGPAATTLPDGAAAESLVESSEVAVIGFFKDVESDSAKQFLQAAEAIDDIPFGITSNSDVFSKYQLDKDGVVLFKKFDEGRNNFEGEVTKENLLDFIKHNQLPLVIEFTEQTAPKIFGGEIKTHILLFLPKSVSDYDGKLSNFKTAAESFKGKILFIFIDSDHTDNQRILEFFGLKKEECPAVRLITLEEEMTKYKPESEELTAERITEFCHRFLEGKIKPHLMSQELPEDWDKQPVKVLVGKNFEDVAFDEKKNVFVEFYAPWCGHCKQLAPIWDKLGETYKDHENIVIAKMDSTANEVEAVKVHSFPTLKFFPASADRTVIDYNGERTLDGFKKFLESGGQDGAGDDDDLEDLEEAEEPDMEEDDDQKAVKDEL
TRPM1 prom inh – inhibitors of MITF-dependent TRPM1 promoter reporter, primary screen, cell-based, SK-MEL-5, single point, luciferase; inhibition, % at 12.5 µM; SK-MEL-5 TRPM1 promoter luciferase, 24 h; AID 488899, 2010; 330,000 compounds, 0.83% hits;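 active = mean inhibition across replicates of 60% or more, whatever share of single replicates reaches that level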; note: values of inactives mirror those of a sister screen read the other way
iPSC survival up – enhancers of single-cell hiPSC survival, primary screen, ATPlite luminescence; AID 602274, 2012; 100% = ROCK inhibitor wells, 0% = DMSO; survival enhancement, % at 20 µM; 360,000 compounds, 0.044% hits; in the data active = survival enhancement above about 18%;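 note: cells exposed to compounds for 16 hours before the ATP read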
* marks the source's active call; other numbers are inactive results; nt = no result given. Outcome played no part in choosing rows; any-hit rate near 3.9%.

SMILES	Cardio protect	NR2E3 ag-1	Peg3 promoter	HTR2A ag	HIF-2a block	CaV13 FRET inh	Shn3 3UTR inh	NR2E3 ag-2	PDI turbidity	TRPM1 prom inh	iPSC survival up
C=CCOc1ccc(C2=NOC(C(=O)Nc3ccc4c(c3)OCCO4)C2)cc1 (stereo unspecified)	-3	0	4	-2	-4	-19	-12	-15	9	2	0.3
C#CCNC(=O)C1=C[C@H](C)[C@@H](CCCO)[C@H](OCC)O1	9	3	1	-1	11	-11	-21	3	1	5	-1.3
S=c1[nH]nc(C2CCCCC2)n1/N=C/c1ccccn1	3	1	9	-4	6	-2	16	-17	-20	-8	-2.9
C=CCn1c(N)cc(=O)nc1SCC(=O)Nc1ccc(C)cc1	-16	2	2	-6	9	8	-36	14	2	6	-0.6
C=CCN1C(=O)c2ccc(C(=O)N(CC(C)C)c3c(N)n(CCCC)c(=O)[nH]c3=O)cc2C1=O	-5	-4	4	3	13	-6	0	-3	4	0	-0.2
O=C(CNC(=O)c1ccccc1F)NCc1ccccn1	9	nt	-8	8	4	-2	-4	-9	-6	-1	-0.5
CCCc1nc2c3ccccc3ccn2c1Cc1ccccc1	-7	nt	-275	-6	-222	-3	-27	-87	nt	nt	-0.5
CCC(C)Sc1ccc([C@H]2N[C@@](C)(C(=O)OC)[C@H]3C(=O)N(C)C(=O)[C@@H]23)cc1OC (stereo partly specified)	0	-2	10	1	5	-5	2	-4	4	-15	6.4
C/C(=N/NC(=O)CN(c1ccccc1)S(=O)(=O)c1ccccc1)c1ccccc1O	50	1	42	-5	25	-5	25	5	-2	20	0.1
COc1ccc(-n2c(C)cc(/C=C3\SC(=O)NC3=O)c2C)cc1	-4	2	-261	4	-25	-4	-22	-18	-4	-41	4.5
COc1cccc(N2CN(CCc3ccccc3)CNC2=S)c1	-2	6	5	2	-7	1	nt	-14	2	nt	-0.2
CN(c1ccccc1)c1nc(-n2ccnc2)nc(-n2ccnc2)n1	10	8	24	-5	12	-5	14	-11	-1	7	-1.9
Cn1cccc1C(=O)NC(=O)COC(=O)c1cc([N+](=O)[O-])ccc1Cl	14	-5	3	2	2	-3	10	-9	-8	2	-0.8
CCC(C)(C(=O)NC1CCCC1)N(CC1CCCO1)C(=O)c1ccc2c(c1)OCO2 (stereo unspecified)	3	0	10	2	9	-4	9	-22	-10	-4	-1.0
CS(=O)(=O)N(CCc1ccccc1)CC(=O)N1CCN(Cc2ccccc2)CC1	8	0	20	1	13	nt	18	-7	3	9	1.8
Cc1ccc2nc(N3C(=O)C(O)=C(C(=O)c4ccco4)C3c3cccs3)sc2c1 (stereo unspecified)	-9	12	-203	0	-188	nt	-56	-84	0	-10	-0.5
O=C(CSc1nnc(CNC(=O)c2cccc(C(F)(F)F)c2)o1)NC1CCCCC1	-4	3	-2	2	11	-6	-4	-9	-3	7	0.5
Cn1cc(/C=N/n2cnc3scc(-c4ccccc4)c3c2=O)c2ccccc21	38	2	38	-1	31	nt	9	-17	4	34	-1.9
CCOC(=O)C1(Cc2cccc(OC)c2)CCCN(Cc2nccn2CC)C1 (stereo unspecified)	-10	-2	11	-4	-2	0	8	5	11	2	-1.0
CCOC(=O)C1=C(C)NC(C)=C(C(=O)OCC)C1c1cn(-c2ccccc2)nc1-c1ccco1	-15	6	22	1	7	-3	-5	-24	-6	0	2.3
CC(=O)Nc1c(O)nc(SCC(=O)Nc2ccc(C(C)=O)cc2)[nH]c1=O	-1	3	-177	5	-227	-8	-75	-59	6	-78	-0.9
CN(CC(=O)Nc1ccc(Cl)cc1)CC(=O)Nc1cc(Cl)ccc1C#N	-6	1	23	-2	-7	-7	39	1	13	16	-1.5
CC(=O)Nn1c(-c2ccccc2)cc2ccccc21	1	1	0	4	11	-2	-42	-16	13	-2	-0.2
CC(=O)c1ccccc1-c1csc2ncnc(Sc3nnnn3C)c12	1	3	54*	-3	8	-4	-14	21	-3	6	-0.5
O=C(CSc1ccc(-c2ccccn2)nn1)Nc1ccccc1	36	0	-32	-2	-40	-9	3	-8	5	-5	0.4
Cc1cc(C(F)(F)F)n2nc(-c3cnn(C)c3C(F)(F)F)c(Br)c2n1	-13	2	14	1	26	-4	-1	4	0	-9	-0.1
CN1C(=O)c2ccc(NC(=O)CCS(=O)(=O)c3ccccc3)cc2C1=O	4	5	3	2	-4	-6	-5	-10	0	1	-0.7
CCOc1cc(Br)c(CC(=O)NC2CCCCCC2)cc1OCC	1	0	15	13	14	-7	11	-67	16	0	0.7
O=C(NCC1CC1)[C@@H]1C[C@H]1[C@@H](NP(=O)(c1ccccc1)c1ccccc1)c1ccccc1	2	-2	9	10	0	-8	-10	-1	1	-25	5.0
CC(C(=O)Nc1ccc(O)cc1C(=O)O)N1C(=O)/C(=C\c2cccs2)SC1=S (stereo unspecified)	2	-2	-10	2	-2	-3	-2	-19	1	-1	-0.4
O=C(COC(=O)C1CC(=O)N(Cc2ccccc2)C1)Nc1ccc(Cl)cc1F (stereo unspecified)	4	3	9	3	0	4	-8	14	1	-3	-0.3
COc1ccccc1/C=N/OC(=O)c1ccc(F)cc1	-20	1	-7	-2	9	-19	-4	-7	-3	-7	1.5
Cc1cccc(Nc2nc3c(s2)CCCC3)c1	-12	0	-303	4	-280	-3	-80	-121	-2	-106	-0.6
COc1ccc(-c2cc(=O)oc3cc(OC(=O)C4CCCCC4)c(Cl)cc23)cc1	-6	4	16	0	16	-29	20	-5	-2	-2	-0.7
CCc1ccccc1NC(=S)N1CCN(c2cccc(OC)c2)CC1	4	-2	0	2	8	-19	24	-3	-1	9	1.8
COc1ccc(CCN2C(=NC(=O)CC(C)C)SC3CS(=O)(=O)CC32)cc1OC (stereo unspecified)	4	-1	5	-2	9	-19	-20	-20	-7	-4	-0.1
CCOc1ccc(N2C(=O)/C(=C/c3cccs3)N(CC(=O)OC)C2=S)cc1	-8	-2	16	2	15	-9	0	-18	1	-7	1.9
Cc1cccc2sc(NC(=O)C3CC3)nc12	1	nt	-64	-1	-109	-7	-24	-44	6	-25	0.5
CCCNC(=O)c1cc(C2CCCN(C(=O)c3ccc(OC)cc3)C2)on1 (stereo unspecified)	-2	nt	-2	1	12	-5	-3	5	-20	nt	1.1
O=C(CCNS(=O)(=O)c1cccc2nonc12)NC1CCCCC1	11	2	-5	1	10	1	7	10	13	-13	1.1
C=CCNC(=O)/C=C/c1c(F)cccc1Cl	1	0	-121	6	-156	-5	-22	-24	10	-18	2.2
CC(=O)c1c(C)[nH]c(C(=O)Nc2cc(S(=O)(=O)N(C)C)ccc2C)c1C	6	1	-6	-6	1	3	9	-5	-1	-4	-0.4
N#C/C(=C\c1ccc2c(c1)OCCO2)C(=O)Nc1nccs1	-13	-2	-56	-2	-131	-5	-24	-30	14	-21	-0.1
Cc1ccc(CNC(=O)C2CCC(=O)N(Cc3ccccc3F)C2)s1 (stereo unspecified)	0	1	-53	2	-74	-15	-25	-9	15	-13	0.8
Cc1c(CCC(=O)O)c(=O)oc2cc(OCc3ccccc3F)ccc12	10	0	-73	3	-63	-18	-15	-152	-6	-4	-0.5
CC1CCCCC1NC(=O)COC(=O)c1ccc2ncsc2c1 (stereo unspecified)	5	4	2	9	-23	-5	-23	-9	1	-8	-0.2
CNC(=O)c1cc(OCC(F)(F)F)ccc1OCC(F)(F)F	-6	2	2	-2	5	-13	-6	8	-2	5	-0.6
Cc1cccc(C)c1NC(=O)C1(N(Cc2ccco2)C(=O)Cn2nnnc2N)CCCCC1	9	2	4	4	25	-3	7	-3	9	10	-0.1
COc1cccc(/C=N/N2CCN(Cc3ccccc3)CC2)c1O	-7	0	-70	-4	-94	-18	-5	-30	-62	-34	-0.4
CC(C)c1ccc(C(=O)N2CCCCC2c2cc(C(=O)Nc3ccncc3)no2)cc1 (stereo unspecified)	-9	nt	19	-5	22	-7	32	-6	-2	nt	-1.7
C/C(=N\NC(=O)COc1ccc(C(C)(C)C)cc1)c1ccccc1	-21	4	-32	-10	-38	-5	4	-7	2	-28	-1.8
CNC(=S)N1CCN(C(c2ccccc2)c2ccccc2)CC1	15	5	6	-2	-7	-5	-1	23	-1	9	-0.3
CCC(NC(=O)C1CCCC1)c1ccccc1 (stereo unspecified)	4	1	14	-3	15	-21	4	-24	-4	-7	-0.1
O=C(NCc1cc2ccccc2[nH]1)c1ccccc1F	-6	4	-44	-1	-79	-21	-6	-5	-5	11	-0.6
O=C(Nc1ccc(Cl)cc1)c1csc([C@@H]2O[C@H](CO)[C@@H](O)[C@H]2O)n1	3	nt	-70	6	-132	-6	-23	-36	8	nt	-1.0
Cc1cccc(N2CCN(C(=O)c3ccc(NS(=O)(=O)c4c(C)noc4C)cc3)CC2)c1C	-2	3	-3	2	1	-5	4	7	6	6	-2.2
Cc1cccc(C)c1OCC(=O)N/N=C/c1cc2c(cc1[N+](=O)[O-])OCO2	8	1	9	-6	-31	-7	6	-19	-10	-21	-0.4
COC(=O)c1ccc(Nc2nc(-c3ccncc3)nc3ccccc23)cc1	4	-56	-16	-6	8	-19	13	24	12	-4	-0.4
O=C(Oc1ccc2cc(Br)ccc2c1)c1cccnc1	-2	-1	-31	4	-48	nt	-37	-20	12	-7	-0.6
CCS(=O)(=O)N1CCCC(C(=O)NCCCN(C)Cc2ccccc2)C1 (stereo unspecified)	4	-1	-4	2	14	-3	0	-4	-1	-5	-1.9
CCCC1=NN2C(=N)/C(=C\c3ccc(SCc4ccco4)o3)C(=O)N=C2S1	-1	20*	9	1	-13	nt	-17	-5	2	3	2.6
CCCNC(=O)Nc1ccc(F)c(Cl)c1	-1	-4	-18	5	-19	-5	-17	-33	3	-4	-0.1
CCOc1ccccc1NC(=O)c1cccc(NC(=O)CC(c2ccccc2)c2ccccc2)c1	6	3	8	-5	1	-8	22	-25	-8	-18	-1.1

Assay outcomes from PubChem.
